Source: PubChem BioAssay
ATG4B inhibitor: ATG4B (human) cysteine protease inhibition | Q9Y4P1 | ATG4B cleavage of LC3-PLA2, NBD-HPC fluorescence, 1 h | inhibition, % at 8.33 µM | 0.51% of 340,000 active | AID 504462; in the data active = inhibition above about 40%
SENP6 block: blocks the human protease SENP6 | Q9GZR1 | Recombinant SENP6 catalytic domain, aminoluciferin luminescence | inhibition, % at 10 µM | 1.8% of 330,000 active;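 active = inhibition above about 50% at the single tested dose, limit read from the data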;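 note: plate controls were DMSO wells with enzyme for no effect and DMSO wells lacking enzyme for full effect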
SENP1 inh: SENP1 (human) catalytic domain inhibition; Q9P0U3; recombinant SENP1 catalytic domain, CyPet-SUMO1-YPet FRET cleavage; inhibition, % at 10 µM; 0.21% of 360,000 active; AID 624204;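 active = inhibition at least 30% at 10 µM, raw YFP signal under a set limit, fluorescence ratio 0.5 to 1.5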;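 note: 0% = enzyme with DMSO and 100% = no enzyme wells; some results filed as inactive read as strong as hits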
Target sequence (Q9P0U3 419-644 limits assumed): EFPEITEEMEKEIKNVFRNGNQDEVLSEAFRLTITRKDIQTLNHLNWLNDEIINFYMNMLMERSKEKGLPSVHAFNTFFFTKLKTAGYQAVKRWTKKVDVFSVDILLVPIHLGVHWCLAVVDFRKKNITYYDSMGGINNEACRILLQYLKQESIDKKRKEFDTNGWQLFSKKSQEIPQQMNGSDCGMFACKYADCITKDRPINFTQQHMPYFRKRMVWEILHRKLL
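Assay system: hSENP1 catalytic domain, recombinant. Amount: SENP1 enzyme, 20 pM final. Schedule: 50 min reaction, RT, dark. Technique: FRET, CFP and YFP emission. Control set: no-enzyme wells low, DMSO-plus-enzyme wells high control.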
MPTP inh: permeability transition pore inhibition; isolated mouse mitochondria, Ca2+ swelling absorbance, 30 min; 1.4% of 360,000 active; inhibition, % at 10 µM; AID 602449;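 active = inhibition of 50% or more, scaled per plate between neutral and stimulator controls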;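 note: 0% = DMSO wells given calcium and 100% = 1 mM EGTA wells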
PfG6PD inh: PfG6PD (Plasmodium falciparum) enzyme inhibition; inhibition, % at 20 µM; PfGluPho enzyme, NADPH resazurin-diaphorase fluorescence; 0.78% of 350,000 active; AID 504690;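 active = inhibition reaching at least a set limit at 20 µM in the primary screen, cut at about 59% in these data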;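 note: 0% = DMSO wells with substrate and 100% = DMSO wells lacking glucose-6-phosphate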
SENP8 block: SENP8 (human) protease inhibition | 0.64% of 360,000 active | recombinant SENP8, Nedd8 substrate fluorescence | AID 602440 | inhibition, % at 20 µM; in the data active = inhibition mostly above about 40%, no sharp cut-off; inactive = mostly below about 27%
Target sequence (Q96LD8 whole entry, looked up): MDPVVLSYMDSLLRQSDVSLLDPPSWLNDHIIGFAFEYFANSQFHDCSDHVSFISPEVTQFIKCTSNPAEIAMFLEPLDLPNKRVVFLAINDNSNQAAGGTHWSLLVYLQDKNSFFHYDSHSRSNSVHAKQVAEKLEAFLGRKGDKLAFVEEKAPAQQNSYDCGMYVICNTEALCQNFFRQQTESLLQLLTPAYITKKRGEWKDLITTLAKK
hIAP activ: human IAP activation | purified human IAP, CDP-Star luminescence, 30 min; active compounds read high; 1 = vehicle-only enzyme, 0 = enzyme-free background | activation factor at 10 µM | 0.16% of 330,000 active | AID 2524;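 active = activation factor of the enzyme at least 2-fold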; note: the source names both 10 and 20 µM as test concentration; values of inactives mirror those of a sister screen read the other way
Target sequence (P09923 whole entry, looked up): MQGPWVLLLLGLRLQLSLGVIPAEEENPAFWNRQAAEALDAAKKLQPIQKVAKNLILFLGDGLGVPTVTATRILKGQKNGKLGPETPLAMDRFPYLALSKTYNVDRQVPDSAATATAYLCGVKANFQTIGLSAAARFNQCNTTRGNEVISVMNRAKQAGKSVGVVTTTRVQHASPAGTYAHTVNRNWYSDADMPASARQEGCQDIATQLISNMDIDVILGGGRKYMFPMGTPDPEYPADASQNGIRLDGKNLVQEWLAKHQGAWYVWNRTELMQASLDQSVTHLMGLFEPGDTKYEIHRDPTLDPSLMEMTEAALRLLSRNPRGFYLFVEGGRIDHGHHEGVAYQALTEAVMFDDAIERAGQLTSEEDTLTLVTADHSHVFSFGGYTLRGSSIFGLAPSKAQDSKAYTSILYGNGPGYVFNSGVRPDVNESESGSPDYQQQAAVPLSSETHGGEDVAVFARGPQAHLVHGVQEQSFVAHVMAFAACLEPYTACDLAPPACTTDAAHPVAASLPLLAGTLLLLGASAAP
NR3A LBD binder: modulators (binders) of human NR3A ligand-binding domain; 2.5% of 340,000 active; Tm shift relative to glycine control, % at 25 µM; NR3A LBD differential scanning fluorimetry, Tm shift; 0% = protein alone, 100% = glycine-bound protein; AID 1259313;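 active = melting temperature shift of at least 10% of the positive control shift, at one fixed dose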
Active calls of the source: *; nt = no result given.

SMILES | ATG4B inhibitor | SENP6 block | SENP1 inh | MPTP inh | PfG6PD inh | SENP8 block | hIAP activ | NR3A LBD binder
CCOC(=O)N1CCC(NC(=O)c2ccc3c(c2)N(Cc2ccccc2)CCS3)CC1 | 3 | -5 | 0 | -1.1 | 20 | -438 | 0.96 | 0
CC(C)c1nnc(NC(=O)CCC(=O)NC2CC2)s1 | -3 | 16 | -2 | -1.5 | 15 | 7 | 0.92 | 1
CC(C)(COC(=O)c1ccccc1)N1CC2CCC(C1)O2 | 10 | nt | 1 | 1.3 | -14 | 8 | nt | -3
CN(CC(=O)Nc1cccc(F)c1)C(=O)C1CC(=O)N(CCc2ccccc2)C1 (configuration not stated) | -5 | 1 | 0 | -3.3 | -2 | 11 | 0.97 | -2
Cc1nc2c(=O)n(C)c(=O)n(C)c2nc1Cl | 5 | nt | -1 | 4.7 | 8 | -144 | nt | 1
Nc1ccc(-c2nnnn2-c2ccc(N)cc2)cc1 | -2 | 1 | 2 | -0.4 | -9 | -2 | 0.92 | -1
COC(=O)c1ccc(-n2c(C)cc(C(=O)COC(=O)CNS(=O)(=O)c3ccc(C)cc3)c2C)cc1 | -16 | -25 | 2 | 0.0 | 4 | 4 | 1 | -9
CN(C)c1ccc(S(=O)(=O)NCC(=O)OCC(=O)NC(=O)C2CCCCC2)cc1[N+](=O)[O-] | -16 | -28 | 1 | 0.1 | -10 | 15 | 1.1 | 0
CC1=NOC(=O)/C1=C\c1ccc(-c2ccc(Br)cc2)o1 | 27 | nt | -47 | -3.8 | 48 | -8 | nt | 6
Nn1c(SCC(=O)Nc2ccccc2C(F)(F)F)nncc1=O | -4 | 2 | 0 | -2.8 | 3 | 8 | 1.1 | 1
CC(=O)N1CC(=O)N(OCc2ccccc2)C1c1ccc(Cl)cc1Cl (configuration not stated) | -10 | 4 | 1 | -0.2 | -2 | 20 | 1 | -14
CCC1(C)N=C(N)Nc2nc3cc(C)c(C)cc3n21 (configuration not stated) | -2 | -6 | 0 | -0.4 | -11 | 11 | 1.2 | 0

Among those listed so far, five have a carbonyl joined to an NH by a bond outside any ring.
SMILES | ATG4B inhibitor | SENP6 block | SENP1 inh | MPTP inh | PfG6PD inh | SENP8 block | hIAP activ | NR3A LBD binder
CCOC(=O)N1CCC(NC(=O)c2ccc3c(c2)N(Cc2ccccc2)CCS3)CC1 | 3 | -5 | 0 | -1.1 | 20 | -438 | 0.96 | 0
CC(C)c1nnc(NC(=O)CCC(=O)NC2CC2)s1 | -3 | 16 | -2 | -1.5 | 15 | 7 | 0.92 | 1
CN(CC(=O)Nc1cccc(F)c1)C(=O)C1CC(=O)N(CCc2ccccc2)C1 (configuration not stated) | -5 | 1 | 0 | -3.3 | -2 | 11 | 0.97 | -2
CN(C)c1ccc(S(=O)(=O)NCC(=O)OCC(=O)NC(=O)C2CCCCC2)cc1[N+](=O)[O-] | -16 | -28 | 1 | 0.1 | -10 | 15 | 1.1 | 0
Nn1c(SCC(=O)Nc2ccccc2C(F)(F)F)nncc1=O | -4 | 2 | 0 | -2.8 | 3 | 8 | 1.1 | 1

The list continues:
SMILES | ATG4B inhibitor | SENP6 block | SENP1 inh | MPTP inh | PfG6PD inh | SENP8 block | hIAP activ | NR3A LBD binder
Fc1cc(Br)cc(F)c1NC(=S)N1CCOCC1 | -13 | -3 | 14 | 0.5 | 11 | 7 | 0.99 | 4
CCc1ccc(NC(=O)c2ccc(C3SCC(=O)N3CCc3ccccc3)cc2)cc1 (configuration not stated) | -2 | -1 | 1 | 2.2 | -2 | 18 | 0.94 | -1
Cc1cc(C)c2cc(CN(CCCO)S(=O)(=O)c3ccccc3F)c(=O)[nH]c2c1 | -9 | 4 | -1 | -1.6 | 52 | -79 | 0.88 | -2
O=C(Nc1cccc(F)c1)C1CCN(c2nnnn2-c2ccccc2)CC1 | -3 | -4 | 0 | 3.3 | -20 | 2 | 1.1 | 0
O=C(CCN1CCOCC1)N/N=C/c1cc(Br)cc(Br)c1O | -6 | -9 | -21 | -1.0 | 1 | -189 | 1.3 | -3
OCCn1ccc(-c2ccccc2OCc2ccc(F)cc2)n1 | 1 | -1 | 1 | 0.9 | 11 | 23 | 1.1 | 6
CS(=O)(=O)N1CCN(c2ccc(NC(=O)c3cc4ccccc4o3)cc2)CC1 | -5 | -7 | 2 | 9.1 | 6 | -16 | 0.91 | 0
O=C(NCc1ccccc1)/C(=C\c1ccc(O)cc1)NC(=O)c1ccco1 | 6 | 2 | 0 | -2.3 | 1 | -6 | 1.3 | 2
COc1ccc(Cl)cc1C(=O)NC(=S)Nc1cc(-c2nc3ccccc3[nH]2)ccc1C | 66* | 15 | -2 | 3.2 | -2 | -394 | 1.3 | 18*
COc1ccc(C(=O)N=c2sccn2C)cc1 | 4 | 14 | 2 | 1.7 | -12 | -117 | 0.96 | -2
Cc1cc(C)n(CCNC(=O)C2CCC(=O)N(Cc3ccc(Cl)cc3)C2)n1 (configuration not stated) | -3 | -7 | 1 | -0.1 | 7 | 8 | 1 | -1
N#CCCN(C(=O)COC(=O)Cc1ccc(Br)cc1)c1ccccc1 | 1 | 5 | 2 | -1.5 | 3 | 10 | 1.1 | 5

Brought forward from above: two compounds; new compounds follow.
SMILES | ATG4B inhibitor | SENP6 block | SENP1 inh | MPTP inh | PfG6PD inh | SENP8 block | hIAP activ | NR3A LBD binder
Cc1cc(C)n(CCNC(=O)C2CCC(=O)N(Cc3ccc(Cl)cc3)C2)n1 (configuration not stated) | -3 | -7 | 1 | -0.1 | 7 | 8 | 1 | -1
N#CCCN(C(=O)COC(=O)Cc1ccc(Br)cc1)c1ccccc1 | 1 | 5 | 2 | -1.5 | 3 | 10 | 1.1 | 5
O=C(CN1C(=O)NC2(CCCC2)C1=O)N1CCN(c2ccc(C(F)(F)F)cc2[N+](=O)[O-])CC1 | 3 | nt | 1 | 0.3 | -10 | 31 | nt | -1
O=C1CC(N2C(=O)/C(=C/C=C/c3ccccc3)SC2=S)C(=O)N1c1ccccc1 (configuration not stated) | 0 | -3 | -11 | 1.0 | -9 | 19 | 0.77 | 1
COc1ccc(O)c(-c2cn[nH]c2-c2cccs2)c1 | 6 | 11 | 0 | -0.7 | -2 | 4 | 0.97 | -2
Cn1ccnc1C1CCCCN1Cc1nc(Cc2ccccc2F)no1 (configuration not stated) | -15 | 3 | -1 | -1.3 | -8 | 13 | 0.99 | -2
CCc1ccc(-c2nc(CN3CCC(C(=O)NCc4ccc(F)cc4)CC3)c(C)o2)cc1 | 27 | -7 | 0 | 1.6 | 0 | 24 | 0.94 | 1
CC(=O)Nc1ccc(S(=O)(=O)NCCC(=O)NCC2COc3ccccc3O2)cc1 (configuration not stated) | -1 | 4 | -2 | 0.5 | -13 | 7 | 0.98 | 0
C=CCN1C(=O)[C@]2(c3ccccc31)C1CCCC=C1C(C#N)=C(N)C2(C#N)C#N (some centres not stated) | -22 | 4 | -22 | 2.2 | 3 | 15 | 1 | 2
COCCn1c(SCC(=O)Nc2cc(C)nn2-c2ccccc2)nnc1-c1ccncc1 | 10 | -33 | -1 | 1.5 | -16 | -4 | 1.2 | -5
COC(=O)C(O)(CC(=O)Nc1cc(Cl)ccc1Cl)C(F)(F)F (configuration not stated) | -1 | 18 | 3 | -1.1 | -3 | 23 | 0.97 | 0
CC1=C(C(=O)OCc2ccccc2)C(c2cccs2)NC(=O)N1CCCC(=O)O (configuration not stated) | 3 | -10 | 1 | 2.2 | -8 | 28 | 0.84 | 1
CC(C)(C)C1=CC(=O)C(=O)C(C(C)(C)C)=C1 | -9 | -4 | -1 | 80* | 111* | 17 | 0.93 | 5
CCOC(=O)C1=C(C)N(CC)C(=S)NC1c1ccccc1OC(F)F (configuration not stated) | -17 | -3 | 1 | 0.8 | 1 | 14 | 0.98 | 1
Fc1ccccc1-c1ccc(/C=N/Nc2nc3ccccc3[nH]2)o1 | -11 | 3 | -22 | 15 | 17 | -398 | 0.92 | 21*
Cc1cccc(NC(=O)Nc2ccc3c(c2)CCC3)c1 | 5 | 34 | -1 | 80* | 0 | 4 | 1.1 | 16*
Cc1cc(NC(=O)C(C)SCC(=O)Nc2ccccc2N2CCCCC2)no1 (configuration not stated) | -2 | 6 | 0 | -0.2 | 2 | 6 | 1 | -2
CCOC(=O)c1cnc2scnn2c1=O | -3 | nt | 2 | -0.1 | -4 | -31 | nt | -1
O=C1C(=C(c2ccccc2)N2CCOCC2)Cc2ccccc21 | nt | nt | 2 | 1.2 | 66* | 7 | nt | nt
COc1ccc(CN2C(=O)CSC2c2ccncc2)cc1 (configuration not stated) | -7 | -11 | 1 | 9.1 | 5 | 5 | 0.97 | 3
CCOC(=O)c1sc(NC(=O)CSc2n[nH]c(CC)n2)nc1C | -1 | -15 | 3 | 0.2 | -3 | 9 | 1.2 | -1
COc1ccc(N(C(=O)COc2ccccc2)C2C=CS(=O)(=O)C2)c(OC)c1 (configuration not stated) | -6 | -19 | 1 | -0.2 | -11 | 8 | 1.2 | 3
COCCn1c(C)cc(C(=O)COC(=O)c2ccc(S(=O)(=O)N(C)C)cc2)c1C | 3 | 20 | 1 | -1.9 | -2 | 11 | 0.68 | -1
CCCCCc1nnc(NC(=O)Cn2cnc3ccccc3c2=O)s1 | -2 | 3 | 0 | -0.3 | -18 | 18 | 1 | -3
Cc1ccccc1NC(=O)CCc1c(C)nn(-c2ccc(N3CCOCC3)nn2)c1C | -8 | 3 | 0 | 1.6 | -6 | -3 | 0.97 | -4
O=C(O)CCCNc1n[nH]c(=O)[nH]c1=O | -6 | -27 | 1 | -0.9 | 9 | 4 | 1 | 0
COc1ccc(/C=N/NC(=O)c2cc(C)oc2C)cc1OC | 9 | -6 | 1 | 1.5 | -13 | -2 | 1 | -1
CCC(C)c1ccccc1NC(=O)c1cc2cccc([N+](=O)[O-])c2[nH]1 (configuration not stated) | 13 | -10 | -3 | 61* | 18 | 9 | 0.98 | -2
COc1ccc(CNC(=O)COC(=O)c2c(-c3c(F)cccc3Cl)noc2C)cc1OC | -8 | 7 | -3 | 1.0 | 3 | 7 | 1.1 | 1
Cc1nc2ccccn2c1C(=O)NNC(=S)Nc1ccc(Cl)cc1 | -8 | -11 | 2 | 2.1 | 1 | -88 | 0.93 | -10
CN1CCN(c2ccc(NC(=O)c3ccc(-c4ccc(Br)cc4)o3)cc2)CC1 | -2 | -10 | 1 | 7.3 | 1 | 1 | 1 | 6
Cc1nc(NC(=O)CN2CCOCC2)sc1-c1ccccc1 | -9 | -18 | -4 | -2.8 | 38 | -8 | 1.1 | 2
CCN1C(=O)[C@H]2[C@@H](c3ccc(C)cc3)N3C(=O)N(c4cccc(Br)c4)C(=O)[C@@]3(CC(C)C)[C@H]2C1=O | -8 | 1 | -1 | 0.1 | -1 | 10 | 1.1 | -8
CC1CC(C)CN(C(=O)CCNS(=O)(=O)c2cccs2)C1 (configuration not stated) | -6 | -13 | 3 | 2.4 | 24 | 2 | 0.95 | 1
COc1ccnc(Oc2cccc(C(F)(F)F)c2)c1C(=O)N/C=N/OCc1ccccc1F | 3 | 12 | 2 | -0.5 | 34 | 6 | 1 | -11
O=S1(=O)CC(O)C(N2CCCCC2)C1 (configuration not stated) | 0 | -9 | 1 | -3.9 | 7 | 35 | 1.1 | -3
O=C(Nc1ccccn1)NC(C(F)(F)F)C(F)(F)F | -5 | -4 | 2 | -0.7 | -9 | 30 | 0.95 | 1
O=C(c1ccc2c(=O)n(Cc3ccccc3Cl)c(=S)[nH]c2c1)N1CCCC1 | -1 | 0 | 3 | 0.2 | -5 | 14 | 0.89 | -12

Single entries from above.
CCN1C(=O)[C@H]2[C@@H](c3ccc(C)cc3)N3C(=O)N(c4cccc(Br)c4)C(=O)[C@@]3(CC(C)C)[C@H]2C1=O – hIAP activ = 1.1
O=S1(=O)CC(O)C(N2CCCCC2)C1 (configuration not stated) – ATG4B inhibitor = 0
CCC(C)c1ccccc1NC(=O)c1cc2cccc([N+](=O)[O-])c2[nH]1 (configuration not stated) – SENP8 block = 9
Cc1nc(NC(=O)CN2CCOCC2)sc1-c1ccccc1 – PfG6PD inh = 38
